NPY-Y2 PAM-ag: NPY-Y2 potentiators or agonists, primary screen, cell-based; AID 1359, 2008; 0.45% of 220,000 active; activation, % at 3.6 µM; cells expressing NPY-Y2, potentiator/agonist read-out; in the data active = activation above about 27%;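 note: cells stimulated with NPY near EC25 plus isoproterenol at EC100; 0% = vehicle plus submaximal agonist and 100% = vehicle plus saturating agonist; some results beyond the cut were filed as inactive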
S1P4 antag: S1P4 receptor antagonists, primary screen, cell-based; Sphingosine 1-phosphate receptor 4 (Homo sapiens), O95977; S1P4-expressing cells, antagonist mode, reporter read-out; inhibition, % at 4.98 µM; 0.26% of 220,000 active; in the data active = inhibition above about 29%;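 note: 0% = wells stimulated with agonist and 100% = vehicle wells without agonist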
Target sequence (O95977 whole entry, looked up): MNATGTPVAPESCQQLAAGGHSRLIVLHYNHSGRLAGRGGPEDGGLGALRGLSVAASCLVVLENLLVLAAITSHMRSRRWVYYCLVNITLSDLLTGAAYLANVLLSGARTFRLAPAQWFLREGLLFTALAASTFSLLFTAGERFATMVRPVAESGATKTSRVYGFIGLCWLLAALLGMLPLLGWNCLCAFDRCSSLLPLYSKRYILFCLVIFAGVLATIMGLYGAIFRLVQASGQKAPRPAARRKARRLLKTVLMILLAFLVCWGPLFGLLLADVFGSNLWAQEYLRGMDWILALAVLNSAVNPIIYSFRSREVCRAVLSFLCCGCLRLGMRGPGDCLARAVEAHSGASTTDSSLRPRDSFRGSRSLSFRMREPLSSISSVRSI
NCF1 inh: p47phox/p22phox peptide binding inhibitors, primary screen, biochemical, uHTS, NADPH oxidase regulatory subunit; Neutrophil cytosol factor 1 (Homo sapiens), P14598; inhibition, % at 24.7 µM; fluorescence polarization, 2 h; 0.53% of 220,000 active;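 active = inhibition above about 30%, limit read from the data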;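 note: 0% = p47phox with labelled peptide and 100% = labelled peptide alone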
Ba/F3 V617F tox: reduced viability of JAK2V617F-dependent Ba/F3 cells, primary screen, JAK2V617F inhibitor project, cell-based, Ba/F3 EpoR-JAK2V617F, luminescence; 1.1% of 220,000 active; inhibition, % at 5.6 µM; AID 1446, 2008; ATP luminescence;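 active = inhibition above the campaign mean plus 3 SD over all tested compounds, cut at about 24% in these data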;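 note: cytokine-independent growth of Ba/F3 cells driven by EpoR plus mutant JAK2; 0% = DMSO-treated cells and 100% = JAK inhibitor I control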
NPY1 pot ag: NPY-Y1 receptor potentiators or agonists, primary screen, cell-based. activation, % at 3.6 µM. NPY-Y1 expressing cells, potentiator/agonist activation. AID 1304, 2008. Neuropeptide Y receptor type 1 (Homo sapiens), P25929. 0.37% of 220,000 active; in the data active = activation above about 33%, passing the limit was not always enough;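 note: cells stimulated with NPY at EC10 then isoproterenol at EC100; 0% = low agonist plus stimulus and 100% = saturating agonist plus stimulus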
Target sequence (P25929 whole entry, looked up): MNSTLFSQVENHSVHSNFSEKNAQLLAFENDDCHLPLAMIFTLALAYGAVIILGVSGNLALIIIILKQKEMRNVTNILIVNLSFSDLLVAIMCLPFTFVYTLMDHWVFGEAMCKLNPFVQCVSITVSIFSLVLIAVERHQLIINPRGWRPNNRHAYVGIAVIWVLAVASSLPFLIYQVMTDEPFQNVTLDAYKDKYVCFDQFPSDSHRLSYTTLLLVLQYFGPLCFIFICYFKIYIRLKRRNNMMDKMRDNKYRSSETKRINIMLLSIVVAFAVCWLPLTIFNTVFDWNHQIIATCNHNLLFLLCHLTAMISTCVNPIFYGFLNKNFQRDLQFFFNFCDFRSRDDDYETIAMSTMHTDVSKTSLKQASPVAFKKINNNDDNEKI
S1P4 agonist: S1P4 receptor agonists, primary screen, cell-based; 0.35% of 220,000 active; activation, % at 4.98 µM; S1P4-expressing cell line, agonist reporter assay; Sphingosine 1-phosphate receptor 4 (Homo sapiens), O95977; in the data active = activation above about 11%;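 note: 0% = DMSO vehicle and 100% = reference agonist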
NPY-Y1 antag: NPY-Y1 receptor antagonists, primary screen, cell-based. Neuropeptide Y receptor type 1 (Homo sapiens), P25929. HEK293-CNG Y1 cells, membrane potential fluorescence; NPY at EC95, then isoproterenol. inhibition, % at 3.6 µM. 1% of 200,000 active. AID 1040, 2008;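 active = inhibition above the campaign mean inhibition of all tested compounds plus 3 SD, cut at about 20% in these data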;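 note: 0% = DMSO wells given NPY plus isoproterenol and 100% = isoproterenol alone without NPY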
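Material: HEK293 Y1/CNG channel cell line | Also added: NPY (25 nM), isoproterenol (1 µM), Ro 20-1724 (25 µM) | Compound: One concentration, 3.6 µM, in 0.4% DMSO | Schedule: 3 h dye uptake, 1 h room-temperature compound, 45 min post-isoproterenol | Signal: Membrane-potential fluorescent dye readout | Read-out: % inhibition of NPY effect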
CHOP inhibitor: inhibitors of CHOP promoter induction, primary screen, cell-based, unfolded protein response, luciferase reporter. 3.8% of 220,000 active. inhibition, % at 10 µM. CHO-K1 CHOP-promoter luciferase, tunicamycin-induced, 15-18 h. AID 2732, 2010;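 active = compounds that reduced the stress-induced luciferase reporter signal by more than about 70% of percent inhibition, limit read from the data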;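 note: 0% = tunicamycin plus vehicle and 100% = wells without tunicamycin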
BaF3 parental: parental Ba/F3 cell viability inhibition, counter-screen for JAK2V617F inhibitor project, murine pro-B, CellTiter-Glo luminescence | CellTiter-Glo ATP luminescence | inhibition, % at 5.6 µM | 1.1% of 220,000 active | AID 1486, 2009;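 active = inhibition above a per-campaign cutoff, the mean inhibition of all tested compounds plus 3 SD, cut at about 27% in these data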;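 note: 0% = DMSO wells and 100% = JAK Inhibitor I control wells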
* = called active by the depositor; · = no result given. Outcome played no part in choosing rows; overall some 7.1% were active at least once.

The line under a structure holds: NPY-Y2 PAM-ag | S1P4 antag | NCF1 inh | Ba/F3 V617F tox | NPY1 pot ag | S1P4 agonist | NPY-Y1 antag | CHOP inhibitor | BaF3 parental
> O=C(Nc1ccc(N2CCCC2)c(Cl)c1)c1ccc([N+](=O)[O-])o1
  14 | 90* | 9 | 75* | 17 | -1.9 | -9 | -29 | -1
> CCOc1ccc2nc(SCc3cccc(C)c3)nc(C)c2c1
  -15 | -2 | -17 | 2 | -6 | -0.6 | 1 | 1 | 7
> O=C(NCc1ccc(F)cc1)C(Cc1ccccc1)n1cccc1 (stereo not given)
  1 | -2 | -7 | -4 | 10 | 0.3 | · | 28 | -3
> O=C(O)c1ccc(N=C2SCC(=O)N2Cc2ccccc2)cc1
  1 | -9 | -34 | -3 | 0 | 2.2 | 0 | 0 | 0
> COc1ccccc1N1CCN(C(=O)CCn2c(=O)[nH]c3ccccc3c2=O)CC1
  2 | -12 | 4 | -4 | -16 | -4.9 | 3 | -7 | 5
> Clc1ccc(-c2ccc(C=Nc3ccc(N4CCOCC4)cc3)o2)cc1
  -9 | -12 | -14 | -2 | -5 | 0.4 | -1 | 8 | 8
> COc1ccc(/C=N/OCC(=O)Nc2cc(C)on2)cc1OC
  5 | -7 | 15 | -6 | -3 | -3.2 | 0 | -2 | -4
> CCOc1cc(/C=N/NC(=O)C(N)=O)cc(Br)c1O
  -5 | 7 | -8 | 2 | 2 | -1.0 | 1 | 22 | 7
> CCN(CC(=O)NC(C)(C)C)C(=O)c1ccc(Br)cc1
  7 | -2 | -10 | -5 | 6 | 1.1 | 0 | -4 | -4
> COc1cc(/C=N/NC(=O)CCN2CCN(C(c3ccccc3)c3ccccc3)CC2)ccc1O
  23 | -10 | -9 | -2 | 33 | 1.4 | 0 | 29 | 4
> Cc1cc(/C=N/NC(N)=O)c(C)c(CO)c1
  10 | -3 | -23 | -1 | -9 | 2.6 | -4 | -6 | 7
> O=C(CCCOc1ccccc1)OCn1nnc2ccccc2c1=O
  -12 | -10 | -1 | -5 | -18 | 4.3 | 3 | -22 | 6
> CS(=O)(=O)N(CCc1ccccc1)CC(=O)NCc1ccncc1
  -1 | -12 | -1 | 1 | -7 | -0.5 | 4 | 19 | 5
> C=CCNC(=O)c1sc(=S)n(-c2ccc(C(=O)OCC)cc2)c1N
  6 | 6 | -1 | 0 | 0 | 0.0 | -2 | 65 | 3
> COc1ccc(CNC(=O)c2c(F)c(F)c(F)c(F)c2F)cc1
  1 | 5 | 7 | -3 | -1 | 0.5 | -2 | 11 | 2
> COc1ccc(CN(C)Cc2cc(=O)n3ccsc3n2)c(OC)c1OC
  -4 | -2 | -10 | 0 | 0 | 0.6 | 5 | 6 | -1
> O=C(C1CCCCC1)N1CCC(c2nc3c(nnn3Cc3c(F)cccc3Cl)c(=O)[nH]2)CC1
  1 | -12 | -10 | -1 | -5 | 0.1 | -4 | -5 | 2
> O=C(CN1CCOCC1)Nc1ccccc1
  -3 | 2 | 4 | 1 | -2 | 0.2 | 4 | -3 | 6
> Cc1cccc(NC(=O)NC(C)C(c2cccs2)N2CCOCC2)c1 (stereo not given)
  5 | -8 | -9 | -1 | 2 | -1.7 | 3 | 31 | 3
> CCN1CCN(C(=O)c2nn(-c3ccc(C)cc3)c(=O)c3c2c2ccccc2n3C)CC1
  -9 | -33 | -5 | 0 | -10 | 1.9 | -4 | -10 | 14

The closing six compounds of the section before open the next one:
The line under a structure holds: NPY-Y2 PAM-ag | S1P4 antag | NCF1 inh | Ba/F3 V617F tox | NPY1 pot ag | S1P4 agonist | NPY-Y1 antag | CHOP inhibitor | BaF3 parental
> COc1ccc(CNC(=O)c2c(F)c(F)c(F)c(F)c2F)cc1
  1 | 5 | 7 | -3 | -1 | 0.5 | -2 | 11 | 2
> COc1ccc(CN(C)Cc2cc(=O)n3ccsc3n2)c(OC)c1OC
  -4 | -2 | -10 | 0 | 0 | 0.6 | 5 | 6 | -1
> O=C(C1CCCCC1)N1CCC(c2nc3c(nnn3Cc3c(F)cccc3Cl)c(=O)[nH]2)CC1
  1 | -12 | -10 | -1 | -5 | 0.1 | -4 | -5 | 2
> O=C(CN1CCOCC1)Nc1ccccc1
  -3 | 2 | 4 | 1 | -2 | 0.2 | 4 | -3 | 6
> Cc1cccc(NC(=O)NC(C)C(c2cccs2)N2CCOCC2)c1 (stereo not given)
  5 | -8 | -9 | -1 | 2 | -1.7 | 3 | 31 | 3
> CCN1CCN(C(=O)c2nn(-c3ccc(C)cc3)c(=O)c3c2c2ccccc2n3C)CC1
  -9 | -33 | -5 | 0 | -10 | 1.9 | -4 | -10 | 14
> Cn1c(=O)c2c(nc(CN3CCC(C(N)=O)CC3)n2Cc2c(F)cccc2Cl)n(C)c1=O
  9 | 2 | -3 | 1 | -1 | -0.4 | 0 | 6 | 3
> CCOC(=O)CNC(=O)C1c2cc(OC)c(OC)cc2C(=O)N(C)C1c1ccccc1F (stereo not given)
  -2 | -16 | -9 | 2 | -2 | 0.8 | 6 | -4 | 3
> COc1ccc(N2CCN(C(=O)[C@H](Cc3c[nH]c4ccccc34)NC(C)=O)CC2)cc1
  -2 | -1 | -13 | 1 | -4 | 0.0 | 2 | -4 | -1
> CCCCc1cn([C@@H](CCCCNC(=O)OC(C)(C)C)C(=O)N2CCN(C(=O)OC(C)(C)C)CC2)nn1
  13 | -12 | -5 | 1 | 4 | 3.3 | -3 | 3 | 3
> Cc1nnc(SCC(=O)Nc2sc3c(c2C(N)=O)CCCC3)[nH]c1=O
  -4 | 7 | -30 | -2 | 3 | -3.1 | 3 | -19 | -2
> CC(=O)CC(c1ccccc1)S(=O)(=O)c1ccc(C)cc1 (stereo not given)
  -14 | -8 | 0 | 4 | -18 | -2.4 | 5 | 4 | 6
> Cc1cc(NCc2ccccn2)nc2ccccc12
  -7 | 3 | -14 | 0 | 7 | 2.6 | -1 | -19 | 2
> O=C(NCc1ccco1)C1CCN(c2nnc(-n3cccc3)s2)CC1
  -6 | -12 | -8 | 4 | -2 | -0.5 | 3 | 7 | 10
> O=C(NCc1ccco1)c1cccn2c(=O)c3cc4ccccc4cc3nc12
  -2 | 1 | 17 | -1 | 3 | -3.2 | 0 | -55 | 3
> COc1ccc(NC(=O)C2CC(=O)N/C(=N/NC(=O)c3ccc(Cl)cc3)S2)cc1 (stereo not given)
  -1 | -11 | -7 | -2 | -6 | 1.3 | · | 13 | 0

Carrying on:
SMILES	NPY-Y2 PAM-ag	S1P4 antag	NCF1 inh	Ba/F3 V617F tox	NPY1 pot ag	S1P4 agonist	NPY-Y1 antag	CHOP inhibitor	BaF3 parental
COc1c2ccoc2c(OC[C@@H](O)C(C)(C)OC)c2oc(=O)ccc12	-8	12	-11	5	-1	0.7	2	-1	9
Cc1[nH]c(C)c(C(=O)O)c1CNC1CCCCC1C (stereo not given)	4	-11	-19	-2	5	2.6	-4	-9	4
CCCCC(=O)Nc1nc2ccc(C(=O)OC)cc2s1	6	-2	4	4	-8	0.6	1	-10	0
O=C(CNc1n[nH]c(=O)[nH]c1=O)N/N=C/C1CC=CCC1 (stereo not given)	-9	21	-5	-1	-11	7.0	·	-1	1
CCOC(=O)N1CCC2(CC1)C(C#N)=C(N)Oc1n[nH]c(C)c12	9	-4	-7	3	-8	-2.6	4	6	6
CC(=O)Nc1cc(-c2ccc(F)cc2)[nH]n1	3	1	-6	-5	-2	-3.8	4	-18	0
CCn1c(Cl)c(C=O)s/c1=N\S(=O)(=O)c1ccccc1	-5	88*	0	99*	7	-3.3	·	105*	103*
Cc1cc(NC(=O)Cn2nc([N+](=O)[O-])c(Br)c2C)no1	12	3	0	-3	9	1.7	1	13	2
NS(=O)(=O)c1ccc(NC(=O)COC(=O)COc2ccc(Br)cc2)cc1	-13	-13	-11	-2	-4	1.0	·	4	4
CCOC(=O)C1=C(C)N=C2SC(C)C(=O)N2C1c1ccc(C(=O)OC)cc1 (stereo not given)	-16	-15	-6	0	-8	-0.3	1	9	2
CCOC(=O)c1[nH]c(C)c(C(=O)c2ccc(C)cc2)c1C	-4	-2	-3	78*	-23	0.5	5	·	77*
COc1cc(S(=O)(=O)n2ccc(C)n2)c(OC)cc1Cl	-1	-5	-7	0	20	2.2	2	-10	6
CCCNCc1nnc(-c2ccccc2Cl)o1	-13	22	-15	-3	-13	2.0	-1	3	3
CC1CC(C)CN(c2nc3c(c(=O)n(C)c(=O)n3C)n2CCSc2ncccn2)C1 (stereo not given)	-14	-14	-5	-1	4	-3.8	6	12	3
O=C(O)CCc1ccc(-c2ccc(Br)cc2)o1	-11	-5	6	1	-30	0.0	23*	-15	1
CCNC(=O)COC(=O)c1cc(S(=O)(=O)N2CCCCC2)ccc1C	5	1	-12	-4	7	-0.6	·	-14	-2
c1ccc(CC2CCN(c3nc4ccccc4n4nnnc34)CC2)cc1	-15	5	-45	4	-19	2.7	13	-16	3
COc1cccc(NC(=S)N(CCCN2CCCC(C)C2)Cc2cccs2)c1 (stereo not given)	-2	12	4	-4	-14	-0.5	0	16	2
O=C(Nc1ccc(N2CCN(C(=O)c3ccccc3)CC2)cc1)c1ccc2c(c1)OCO2	17	-23	-13	72*	31	-0.2	-12	18	70*
O=C(/C=C/c1cccs1)NC(=S)Nc1ccc(C(=O)O)cc1	14	-14	-13	-3	7	0.1	·	-12	5
C=CCOc1ccccc1CNCCNC(=O)c1nonc1N	1	-14	-1	1	0	0.7	8	21	3
Cc1nc2ccccc2n1CC(=O)OCC(=O)NC1CC1	-20	-11	1	7	1	1.1	-4	-4	9
CCN(CC)C(=S)SC1CCCCN(C(=O)c2ccc(F)cc2)C1=O (stereo not given)	-15	-15	-6	0	-28	1.9	8	35	4
COc1ccc(CSC2=NCCN2)cc1Cl	14	-6	3	-4	13	-1.9	2	0	-2
O=C(C1CCCN(S(=O)(=O)c2cccnc2)C1)N1CCn2c1nc1ccccc12 (stereo not given)	7	-15	0	-4	0	1.3	-1	9	0
N=c1sccn1CC(=O)Nc1ccccc1-c1ccccc1	14	-2	-8	1	-12	-0.5	12	-26	6
COc1ccc(Cl)cc1NC(=O)CNCC(c1ccccc1)N(C)C (stereo not given)	1	-10	-2	1	10	-0.3	4	9	5
COc1cccc(NC(=O)CSc2nnc(CNC(=O)c3ccccc3)n2C)c1	-4	-2	-6	3	19	2.4	0	18	3
Cc1ccc(-c2nc3cnccn3c2Nc2ccc3c(c2)OCCO3)o1	10	-17	4	0	-10	1.8	12	-15	8
O=C(CSc1cn(CCNC(=O)c2cccs2)c2ccccc12)NCc1ccccc1	4	-11	-3	-3	-2	-1.0	10	16	5
